FUS suppressor – suppressors of FUS proteinopathy in yeast | S. cerevisiae FUS-expressing, growth rescue, OD600, 24 h | 390,000 compounds, 0.24% hits | Potency, µM (top dose mostly 76.6 µM), for the others: top-dose growth rescue (activation), hits mostly activators;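 note: plate controls were DMSO vehicle for no effect and reference control for full effect; nearly all actives have a fitted effect of over 55% in size; some results filed as inactive show a strong effect at the top dose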
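FUS-expressing yeast, raffinose-pregrown, induced in 2% galactose minimal medium at OD 0.005; compounds in a dilution series, 24hr at 30C. Growth restoration read as absorbance at 600 nm. CP55940 positive control, DMSO negative.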
Abeta yeast res – A-beta toxicity reversal in yeast; yeast expressing A-beta42, growth rescue, OD600, 48 h; response scale: 0% DMSO, 100% iron-clioquinol control; AID 1347071; 410,000 compounds, 0.063% hits; Potency, µM (series often up to 46.1 µM), for inactives: at the highest dose growth rescue, actives largely listed as activators; note: nearly all actives have a fitted effect of over 55% in size
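Yeast growth medium received pinned compounds, then yeast cells expressing toxic A-beta were added; plates incubated at 30 C for 48 hr. Growth read as absorbance at 600 nm, normalized to DMSO and equimolar FeCl3 plus clioquinol controls.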
Numbers without * were called inactive; ? = inconclusive. Calls come from the whole dose curve; as a rule, active = well fitted activation curve with a large enough effect; inconclusive = small, poorly fitted or top-dose-only effect; inactive = no such curve, though single readings can be large or run the other way. Potency is the fitted concentration of half-maximal effect. Some of the compounds tested; rates above refer to the full screens.

SMILES | FUS suppressor | Abeta yeast res
Cc1ccc(Cl)cc1N1CCN(C(=O)c2ccc3nc(N4CCC(C)CC4)sc3c2)CC1 | ? | -9%
CC(=O)c1ccc(NC(=O)c2cc(C3CC3)nc3c2c(C)nn3-c2ccc(C)cc2)cc1 | -26% | -6%
CCN(CC)c1ccc(NS(=O)(=O)c2cc3[nH]c(=O)c(=O)[nH]c3cc2C)c(C)c1 | 0% | -1%
COc1ccc(OC)c(CNC(=O)c2cc(-c3ccc(Cl)s3)nc3ccccc23)c1 | 25% | -7%
CNC(=O)C1CCC(Cn2c(=O)[nH]c3ccsc3c2=O)CC1 (centres undefined) | -18% | -13%
CCCc1noc(-c2ccc(NCc3ccc(C)cc3)c([N+](=O)[O-])c2)n1 | -11% | -9%
COc1ccc(CC(=O)NCc2nc3cccnc3n2Cc2ccc(C)cc2)cc1OC | 2% | 8%
CSc1ncc(C(=O)NCc2cccc(Br)c2)c(-c2ccccc2)n1 | -21% | -5%
Cc1ccc(S(=O)(=O)NCc2nc3cccnc3n2Cc2ccccc2Cl)c(C)c1 | 16% | -4%
Cc1cc(=O)oc2cc(OCC(=O)Nc3ccc(O)c(C(=O)O)c3)ccc12 | 0% | -8%
CCc1ccc(S(=O)(=O)NCc2cccn2Cc2cccc(C)c2)cc1 | 11% | 11%
COc1ccc(C2CC(=O)c3c([nH]c(C(=O)OC4CCCCCC4)c3C)C2)cc1 (centres undefined) | 1% | -4%

One compound at a time (already shown). Screens in order: FUS suppressor, Abeta yeast res
CCCc1noc(-c2ccc(NCc3ccc(C)cc3)c([N+](=O)[O-])c2)n1 as listed: -11%, -9%
CCN(CC)c1ccc(NS(=O)(=O)c2cc3[nH]c(=O)c(=O)[nH]c3cc2C)c(C)c1 as listed: 0%, -1%
CC(=O)c1ccc(NC(=O)c2cc(C3CC3)nc3c2c(C)nn3-c2ccc(C)cc2)cc1 as listed: -26%, -6%
COc1ccc(C2CC(=O)c3c([nH]c(C(=O)OC4CCCCCC4)c3C)C2)cc1 (centres undefined) as listed: 1%, -4%
COc1ccc(CC(=O)NCc2nc3cccnc3n2Cc2ccc(C)cc2)cc1OC as listed: 2%, 8%

The list goes on.
SMILES | FUS suppressor | Abeta yeast res
Cc1ccc2c(c1)-c1onc(C(=O)N(C)c3ccc(F)cc3)c1CO2 | -13% | -4%
CCOC(=O)c1cc(-c2ccc(C)cc2)n(CCC(=O)Nc2nc3c(C)cccc3s2)c1C | 34% | -6%
COc1ccc(-n2c(=O)c3c(c4cc(OC)ccc4n3C)n(CC(=O)NCC3CCCO3)c2=O)cc1 (centres undefined) | -8% | -14%
Cc1cccc(NC(=O)Cn2c(=O)ccc3cc(S(=O)(=O)N4CCCC4)ccc32)c1C | -3% | -7%
O=C(Nc1ccc(F)cc1F)c1c2c(nc3ccccc13)C(=O)N(C1CCCCC1)C2 | -18% | -13%
Cc1ccc(OC(=O)CSc2nnc(-c3ccc4c(c3)OCO4)o2)c(C)c1 | -12% | -7%
CCCn1c2ccccc2c2cnn(CC(=O)N(CC)c3cc(C)ccc3C)c(=O)c21 | 43% | 4%
CCOc1cc(Br)c(C2C(C(=O)OC)=C(C)NC3=C2C(=O)c2ccccc23)cc1OCC (centres undefined) | 24% | -9%
Cc1nn2c(=O)cc(COC(=O)c3cccc(NC(=O)c4cccs4)c3)nc2s1 | 12% | -4%
COc1ccc(-c2onc(C)c2C)cc1S(=O)(=O)NC1CCC(C)CC1 (centres undefined) | 19% | -5%
Cc1ccc(C)c(N2CCN(C(=O)CN3C(=O)COc4ccc(S(=O)(=O)N5CCCC5)cc43)CC2)c1 | -11% | 3%
Cc1ccc(NC(=O)C(=O)NCC(c2cccnc2)N2CCOCC2)cc1 (centres undefined) | 11% | -9%
CCCCn1c(CCCNC(=O)c2cccc(C)c2)nc2ccccc21 | -30% | -9%
COc1ccc(OCCSc2nc3ccccc3n2CC(=O)N2CCOCC2)cc1 | 15% | -13%
NC(=O)c1c(NC(=O)c2nc(SCc3ccccc3F)ncc2Cl)sc2c1CCCC2 | 2% | -9%
Fc1ccc(CNc2nc3ccc(Cl)cc3n3nnnc23)cc1 | -9% | -13%
O=C(Nc1ccc(Br)cc1F)N1CCC(CN2CCc3ccccc3C2)CC1 | 6% | -9%
CCCN(CCC)C(=O)c1cc2c(=O)n3cccc(C)c3nc2n1C | 2% | -12%
Cc1ccccc1OCCn1c(=N)n(C(C)C)c2ccccc21 | 7% | 19%
CC(=O)C(Sc1nc(-c2ccccc2Cl)nc2c1c(=O)n(C)c(=O)n2C)C(=O)N(C)C (centres undefined) | -11% | -8%
CCOC(=O)c1cccc(NC(=O)CCS(=O)(=O)c2ccc3c(c2)CC(=O)N3C)c1 | 39% | -23%
NC(=O)Cn1c(=O)n(CCCCCC(=O)NCc2ccc3c(c2)OCO3)c(=O)c2sccc21 | 0% | -1%
CCN(Cc1ccccc1)C(=O)Cn1c(=O)n(-c2ccc(Cl)cc2)c(=O)c2c(C)c(C)sc21 | -12% | -20%
COc1ccc(-c2onc(C)c2C)cc1S(=O)(=O)NCc1ccco1 | 24% | -21%

The closing 4 records of the part before open the next one.
SMILES | FUS suppressor | Abeta yeast res
CCOC(=O)c1cccc(NC(=O)CCS(=O)(=O)c2ccc3c(c2)CC(=O)N3C)c1 | 39% | -23%
NC(=O)Cn1c(=O)n(CCCCCC(=O)NCc2ccc3c(c2)OCO3)c(=O)c2sccc21 | 0% | -1%
CCN(Cc1ccccc1)C(=O)Cn1c(=O)n(-c2ccc(Cl)cc2)c(=O)c2c(C)c(C)sc21 | -12% | -20%
COc1ccc(-c2onc(C)c2C)cc1S(=O)(=O)NCc1ccco1 | 24% | -21%
CC(C)Oc1ccc(CNC(=O)c2cnc3sc(N4CCCC4)nn3c2=O)cc1 | 4% | -6%
CCCC(O)c1nc2ccccc2n1Cc1ccccc1OC (centres undefined) | 6% | -24%
Cc1cccc(-c2c3c(=O)n(C)c(=O)n(C)c3c3c(C)nc4ccccc4n23)c1 | 6% | -23%
COc1ccccc1CNC(=O)CCC1N=C2c3ccccc3N=C(SCC(=O)NCCc3ccccc3)N2C1=O (centres undefined) | 33% | -3%
COc1ccc(NC(=O)c2nn(C)c3c2CS(=O)(=O)c2ccccc2-3)cc1Cl | 14% | 3%
Cc1ccc(S(=O)(=O)c2nc(-c3ccco3)oc2SC(C)c2ccccc2)cc1 (centres undefined) | 21% | -12%
Cc1cccc(C)c1NC(=O)CSc1nc(-c2cccs2)cc(C(F)(F)F)n1 | 0% | -2%
Cc1ccc(N(CC(=O)N2CCN(c3ccccc3)CC2)S(=O)(=O)c2c(C)noc2C)cc1 | -18% | ?
CCOc1ccc(CCNC(=O)Cn2c(-c3cccs3)cc3cc(F)ccc32)cc1OCC | -9% | 4%
Cc1ccc2oc(=O)c3cc(C(=O)Nc4ccccc4C(N)=O)sc3c2c1 | -26% | -3%
O=C(Nc1nc2c(F)cc(F)cc2s1)c1ccc(S(=O)(=O)N2CCc3ccccc32)cc1 | -2% | -13%
CCc1ccccc1NC(=O)CSc1nc2n[nH]c(C)c2c(=N)n1-c1cccc(C)c1 | 0% | 1%
Cc1ccc2nc(-c3ccc(C)c(NC(=O)Cc4ccccc4)c3)oc2c1 | 3% | -13%
Cc1ccc(S(=O)(=O)NCC(c2ccco2)N2CCN(c3ccccc3F)CC2)cc1 (centres undefined) | 27% | 29%
Clc1ccc2c(c1)NC(c1ccncc1)=NC(c1cccs1)=N2 | -4% | 10%
CCOC(=O)c1cc2c(=O)n3ccccc3nc2n(CC(C)C)c1=NC(=O)C(C)(C)Oc1ccc(Cl)cc1 | 11% | -13%
O=C(Cn1nc(-c2ccccc2)c2cnc3ccccc3c21)Nc1ccccc1 | 2% | 1%
CCN(CC)CCCNC(=O)Cc1csc2nc(-c3ccc(Cl)cc3)cn12 | 35% | -6%
Cc1cc(NC(=O)Nc2nnc(N(C)C3CCCCC3)s2)ccc1Br | -30% | -6%
CCCS(=O)(=O)N1CC(=O)N(c2ccc(Cl)cc2C)C(C)(C(=O)NC2CCCC2)C1 (centres undefined) | -3% | -5%
CCc1ccc2occ(CC(=O)Nc3ccccc3C(F)(F)F)c2c1 | -5% | -31%
Cn1c(=O)n(-c2ccc(F)c(Cl)c2)c(=O)c2sc3ccccc3c21 | -12% | -4%
CCc1ccc(NC(=O)Cn2c(=O)n(Cc3nc(-c4ccccc4)no3)c(=O)c3cc4c(cc32)OCO4)cc1 | -25% | -16%
Cc1cccc(NC(=O)Cn2c(=O)n(-c3ccccc3Cl)c(=O)c3c(C)c(C(=O)N(C)C)sc32)c1 | ? | -1%
COc1ccc(S(=O)(=O)NCC(c2ccco2)N2CCN(c3ccccc3F)CC2)cc1C (centres undefined) | 38% | 16%
Cc1cccc(CSc2nc(=O)c3c(n2C)NC(=O)CC3c2cc(F)cc(F)c2)c1 (centres undefined) | -15% | 11%
COc1ccc(N2CCN(C(=O)c3cc4c(s3)-c3c(C)cccc3OC4)CC2)cc1 | 4% | -13%
CCOc1ccc(NC(=O)Cn2c(=O)nc(-c3ccccc3)c3ccccc32)cc1 | 7% | -7%
Cc1c(C(=O)N(C)C)sc2c1c(=O)n(-c1ccc(F)cc1)c(=O)n2Cc1ccccc1C#N | -25% | 2%
CCOc1ccc(NC(=O)c2cnn3c(C(F)F)cc(-c4ccc(C)cc4)nc23)cc1 | -13% | -1%
COc1ccc(CNC(=O)C(CC(C)C)NS(=O)(=O)c2ccc3c(c2)oc(=O)n3C)cc1 (centres undefined) | -14% | -9%
Cc1nc2cccnc2n1C1CCN(S(=O)(=O)N(C)C)CC1 | -10% | 3%
CCOc1ccccc1NC(=O)CCc1nc(-c2cccc(C)c2)no1 | 19% | ?
Cc1nnc(N2CCC(C(=O)Nc3ccc(F)cc3)CC2)c2nn(-c3ccc(Cl)cc3)c(C)c12 | 10% | 5%
CCOC(=O)C1CCCN(C(=O)Cn2ncc3c4ccccc4n(C)c3c2=O)C1 (centres undefined) | 3% | -1%
CCCCc1nn2c(C)c(-c3ccc(OCC)cc3)nc2s1 | 26% | 7%
Cc1ccc(OCCSc2nc3ccc(NC(=O)c4cccs4)cc3s2)cc1 | 1% | -24%
CCc1ccc(NC(=O)c2ccc(F)c(S(=O)(=O)NCc3ccc(Cl)c(Cl)c3)c2)cc1 | -5% | -3%
CCC(=O)Oc1ccc(-c2nc3ccccc3c(=O)o2)cc1 | -4% | -32%
CCOC(=O)c1c(-c2ccc(C)cc2)csc1NC(=O)c1ccc(C(C)(C)C)cc1 | -27% | -20%
Cc1ccc(NC(=O)/C=C\C(=O)N(c2ccc(C(C)C)cc2)C(C(=O)NCc2ccco2)c2ccc(F)cc2)cc1 (centres undefined) | ? | 18%
CCCCCCOc1ccc(C2C(=O)N(C3CCCCC3)CC(=O)N2CCCC)cc1 (centres undefined) | 39% | -9%
CCCCOC(=O)/C(C#N)=C/c1ccc(-c2cccc(C(F)(F)F)c2)o1 | -2% | -1%
COC(=O)c1ccccc1NC(=O)Cn1c(=O)n(CCC(=O)NCc2ccccc2OC)c(=O)c2ccccc21 | 3% | -14%
O=C(COc1ccccc1)OCc1cc(=O)n2nc(-c3cccs3)sc2n1 | 12% | -7%
Cc1cc(C(=O)Nc2c(C)nn(Cc3ccc(F)cc3)c2C)no1 | -2% | 1%
CCCN(C(=O)c1nn(-c2ccc(OC)c(Cl)c2)c(=O)c2c1c1ccccc1n2C)c1ccccc1F | -16% | -5%
CCCCOc1ccc(C(=O)NCC(c2ccc(Cl)cc2)N2CCOCC2)cc1 (centres undefined) | 31% | 14%
O=C(CCC1N=C2c3ccccc3N=C(SCC(=O)Nc3ccccc3F)N2C1=O)NCc1cccs1 (centres undefined) | 7% | 6%
COc1ccc(C)cc1NS(=O)(=O)c1c(C(=O)N2CCC(C)CC2)c(C)n(C)c1C | 11% | -3%
COCCCNc1nc2c(S(=O)(=O)c3ccccc3)nnn2c2ccc(Cl)cc12 | -8% | -14%
COc1ccc(OC)c(NC(=O)CN2CCCN(Cc3ccccc3Cl)S2(=O)=O)c1 | 8% | -10%
CC(C)(C)c1ccc(C(=O)NNc2ncnc3c2cnn3-c2ccccc2)cc1 | -20% | -14%
CCCC(=O)Nc1nnc(SCc2cc(=O)c3ccc(C)cc3[nH]2)s1 | -7% | -17%
Cc1cccc(CCNC(=O)CN(c2ccc(C(C)C)cc2)S(=O)(=O)c2c(C)nn(C)c2C)c1 | -15% | 1%
CCOC(=O)c1c(C)oc2ncnc(Nc3ccc(F)cc3Cl)c12 | -8% | -25%

An excerpt from above in order of molar mass, low to high:
SMILES | FUS suppressor | Abeta yeast res
CCCN(CCC)C(=O)c1cc2c(=O)n3cccc(C)c3nc2n1C | 2% | -12%
CCOC(=O)C1CCCN(C(=O)Cn2ncc3c4ccccc4n(C)c3c2=O)C1 (centres undefined) | 3% | -1%
COc1ccc(CNC(=O)C(CC(C)C)NS(=O)(=O)c2ccc3c(c2)oc(=O)n3C)cc1 (centres undefined) | -14% | -9%

High-throughput results as filed in PubChem BioAssay.
